Source: PubChem
CXXC DNA block = MLL CXXC-DNA interaction inhibition | Q03164 | 290,000 tested, 0.037% active | Potency, µM (top dose mostly 115 µM), without a hit: at the highest dose activity change, negative = inhibition, most hits filed as inhibitors | MLL-CXXC / FITC-HOXA9 DNA fluorescence polarization; active = well fitted inhibition curve with a large enough effect in the polarisation, with a control signal flat, not every such curve was filed as active; inconclusive = small, poorly fitted or top-dose-only effect, or effect the other way, or a change in a side signal; inactive = no such curve, though single readings can be large or run the other way; the % refers to the polarisation; also: potency is read from the fitted curve at half-maximal effect
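Purified MLL-CXXC (added from a 7 uM solution) was preincubated 5 min at ambient with pinned compounds in 50 mM Tris-HCl pH 7.5, 50 mM NaCl, 1 mM DTT, 0.05% BSA. Fluorescein-labeled HOX-A9 DNA (50 nM solution) followed, 30 min, then polarization read.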
MBNL1 CUG block = inhibitors of human MBNL1 binding to CUG repeat RNA; Q9NR56; TR-FRET MBNL1-His/biotin-(CUG)12 binding, 665/545 ratio; Potency, µM (top dose mostly 57.5 µM), for the others: at the top dose activity change, negative = inhibition, hits mostly inhibitors; 280,000 tested, 0.036% active; AID 2675; active = well fitted inhibition curve with a large enough effect in the signal ratio, with a control signal flat, not every such curve was filed as active; inconclusive = small, poorly fitted or top-dose-only effect, or effect the other way, or a change in a side signal; inactive = no such curve, though single readings can be large or run the other way; the % refers to the signal ratio; also: potency is read from the fitted curve at half-maximal effect; % is scaled to controls: 0 for no effect and ±100 for the full control effect
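Ratiometric TR-FRET (665 over 545 nm, excitation 340 nm) tracks disruption of MBNL1-His/biotin-(CUG)12 complex after 60 min at room temperature, with compounds at 92 nM to 58 uM final.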
Integrin act MD = integrin-mediated muscular dystrophy alleviation activation. alpha7betagal myoblasts, beta-gal FDG fluorescence, 48 h. 350,000 tested, 0.064% active. Potency, µM (highest dose often 38.3 µM), for inactives: at the highest dose activation, hits mostly activators;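 also: potency is read from the fitted curve at half-maximal effect; 100% = response of the positive control SU9516; nearly all actives have a fitted effect of over 60% in size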
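alpha7betagal+/- myoblasts (passage 13, 250/well) treated 48 h at 37C with compounds at 1:260 dilution of DMSO stock. Lysed, then beta-galactosidase activity read as FDG fluorescence (ex 480/em 540) after 30 min, with pre-read for autofluorescence.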
TCR act = T cell receptor activation. primary human leukocytes, anti-CD3, IL-2 HTRF, 48 h. 330,000 tested, under 10 active. Potency, µM (doses to about 9.22 µM), for the others: top-dose activation of IL-2 secretion, usual class: activators; also: % of control where 0% means no effect
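Using a-CD3 beads without co-stimulation, primary human leukocytes were exposed to compounds for 48 hr. An HTRF IL-2 kit measured the cytokine, with europium-to-d2 energy transfer producing emission at 665nm upon 320nm excitation.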
TSHR antag = blocks TSH signaling through the human TSH receptor. P16473. TSHR-expressing cells, TSH-stimulated cAMP HTRF, 2 h; stronger effect = lower value. activity change, negative = inhibition, % at 11.5 µM. 330,000 tested, 0.2% active. AID 504810;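 active = activity change below a set negative limit, meaning inhibition stronger than a set level, cut at about -70% in these data; inconclusive = activity change between two set negative limits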; also: % is scaled to controls: 0 for no effect and ±100 for the full control effect
Target sequence (P16473 whole entry, looked up): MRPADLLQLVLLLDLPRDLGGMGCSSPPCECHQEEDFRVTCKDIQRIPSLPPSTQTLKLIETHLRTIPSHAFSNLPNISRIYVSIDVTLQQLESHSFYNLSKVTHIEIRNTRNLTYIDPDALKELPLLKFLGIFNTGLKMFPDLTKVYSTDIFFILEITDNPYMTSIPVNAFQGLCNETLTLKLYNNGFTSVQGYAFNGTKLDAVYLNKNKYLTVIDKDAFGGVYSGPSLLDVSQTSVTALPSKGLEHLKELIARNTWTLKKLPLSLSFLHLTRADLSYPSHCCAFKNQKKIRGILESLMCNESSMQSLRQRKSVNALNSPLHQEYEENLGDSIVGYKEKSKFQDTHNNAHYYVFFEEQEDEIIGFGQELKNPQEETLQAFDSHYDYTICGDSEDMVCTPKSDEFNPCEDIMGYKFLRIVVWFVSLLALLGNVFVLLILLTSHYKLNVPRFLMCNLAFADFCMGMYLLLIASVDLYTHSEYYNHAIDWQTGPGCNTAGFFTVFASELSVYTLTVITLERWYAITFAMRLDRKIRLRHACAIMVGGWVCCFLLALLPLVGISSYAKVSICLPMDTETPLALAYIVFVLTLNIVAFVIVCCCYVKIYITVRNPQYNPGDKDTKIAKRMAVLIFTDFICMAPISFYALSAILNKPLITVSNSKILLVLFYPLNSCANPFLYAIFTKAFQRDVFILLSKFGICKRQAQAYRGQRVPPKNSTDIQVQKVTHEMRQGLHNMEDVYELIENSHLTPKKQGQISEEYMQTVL
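TSHR-expressing cells were treated with compounds, then stimulated with TSH at EC80 (4nM final) for 2 hours at 37 deg C. Cellular cAMP was measured by HTRF competition between lysate cAMP and cAMP-d2 for a cryptate-labelled anti-cAMP antibody.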
S-ASM inh = blocks human secretory acid sphingomyelinase; 340,000 tested, 0.006% active; Potency, µM (titrated, usually from 57.5 µM), inactives show at the top dose activity change, negative = inhibition, hits mostly inhibitors; placental ASM, HMU-PC fluorogenic substrate, 60 min; P17405; also: potency is read from the fitted curve at half-maximal effect
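Human placenta-derived ASM preincubated with compound 10 min at room temperature, then reacted with 9 uM (final) fluorogenic HMU-PC substrate for 60 min at 37 C. Stop solution raises pH to 10; fluorescence read at Ex 386/Em 447 nm.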
A-T KAP1 phos = candidate therapy for ataxia-telangiectasia; […] A-T fibroblasts, KAP-1 phosphorylation AlphaLISA; neocarzinostatin DNA damage 30 min before lysis; Potency, µM (top dose mostly 57.5 µM), inactives show top-dose activation, usual class: activators; 320,000 tested, 0.19% active; AID 485349; also: potency is read from the fitted curve at half-maximal effect; % of control where 0% means no effect; nearly all actives have a fitted effect of over 45% in size
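ATM-like activity read as KAP-1 phosphorylation via AlphaLISA donor/acceptor antibody pairs after lysis and 6 hr at 25C. Cells were ATM-null patient fibroblasts ([…], hTERT), dosed 60 min, then exposed to the DSB inducer NCS for 30 min.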
Mito fusion act = inhibitors of mitochondrial division or activators of mitochondrial fusion; 320,000 tested, 0.23% active; AID 485298; Potency, µM (doses to about 46.1 µM), for inactives: at the highest dose growth rescue (activation), most hits filed as activators; S. cerevisiae fusion-defective mutant growth rescue, CellTiterGlo 48 h;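 also: potency is read from the fitted curve at half-maximal effect; % of control where 0% means no effect; nearly all actives have a fitted effect of over 45% in size; temperature-sensitive fusion mutants such as fzo1-1 at 37 °C on non-fermentable ethanol glycerol medium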
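Read-out: ATP-based luminescence (CellTiterGlo, 10 min ambient) reporting growth of fusion-defective ts yeast after 48 hours at 37C on glycerol/ethanol YPEG medium in the presence of compound.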
PTAP TSG101 blk = blocks PTAP/TSG101 interaction to inhibit HIV-1 budding. Q99816. Fluorescence polarization, FITC-PTAP peptide / Tsg101 binding. Potency, µM (series often up to 115 µM), without a hit: at the highest dose activity change, negative = inhibition, most hits filed as inhibitors. 340,000 tested, under 10 active. AID 493005; active = well fitted inhibition curve with a large enough effect in the main read-out, with a control signal flat, not every such curve was filed as active; inconclusive = small, poorly fitted or top-dose-only effect, or effect the other way, or a change in a side signal; inactive = no such curve, though single readings can be large or run the other way; also: potency is read from the fitted curve at half-maximal effect; % of control where 0% means no effect
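Steps: Tsg101 binding domain dispensed (10 uM final), compounds pinned in DMSO, FITC-labeled PTAP-motif peptide added (50 nM final); after 20 min binding at room temperature, polarization measured.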
Menin-MLL TR inh = inhibitors of human menin-MLL interaction, mutant MLL peptide | O00255 | 270,000 tested, 0.23% active | AID 1768 | Potency, µM (titrated, usually from 61.6 µM), for the others: at the top dose FP activity change, negative = inhibition, most hits filed as inhibitors | Menin + Texas Red MLL mutant peptide, fluorescence polarization; active = well fitted inhibition curve with a large enough effect in the polarisation, with a control signal flat, not every such curve was filed as active; inconclusive = small, poorly fitted or top-dose-only effect, or effect the other way, or a change in a side signal; inactive = no such curve, though single readings can be large or run the other way; the % refers to the polarisation; also: potency is read from the fitted curve at half-maximal effect; % of control where 0% means no effect; many of its hits are not listed in these tables
* = called active by the depositor; ? = inconclusive; . = not tested or not shown; [ ] = another dose, or the depositor's remark. Unless noted, calls follow the shape of the dose curve; as a rule, active = well fitted curve in the direction sought with a large enough effect; inconclusive = small, poorly fitted or top-dose-only effect, or another doubt; inactive = no such curve, though single readings can be large; an effect the other way counts as inactive or inconclusive. This is a subset. The share of hits here may be higher or lower than overall.

SMILES	CXXC DNA block	MBNL1 CUG block	Integrin act MD	TCR act	TSHR antag	S-ASM inh	A-T KAP1 phos	Mito fusion act	PTAP TSG101 blk	Menin-MLL TR inh
COc1cccc(CCNC(=O)c2cccc(NC(=O)C3=C(C)OCCS3)c2)c1	3%	-1%	-10%	6%	5	284%	-3%	-13%	0%	0%
CCCCNC(=O)c1ccc(CS(=O)(=O)c2ccc(OC)cc2)o1	1%	-9%	21%	3%	14	3%	-1%	-2%	-1%	-6%
COc1ccc(CNc2ncc(-c3ccc(Br)cc3)n2C)cc1OC	22%	-8%	-34%	-6%	9	-1%	-1%	-6%	-3%	-22%
COc1ccc(-c2nc(SC(C)C(=O)Nc3ccc(NC(C)=O)cc3)n[nH]2)cc1 (configuration not stated)	.	.	-14%	-8%	-6	-3%	0%	-2%	-3%	.
O=C(NC1CCCCC1)NC1C2CC3CC(C2)CC1C3 (configuration not stated)	?	0%	-6%	0%	-13	0%	4%	0%	-9%	-9%
COc1ccc(/C=N\NC(=O)c2sccc2C)cc1Cn1nc(C)cc1C	13%	17%	?	3%	1	-4%	6%	-5%	-7%	.
O=C(N/N=C/c1ccncc1)c1ccc(-n2cccc2)cc1	0%	?	4%	-1%[46.1 µM]	-1	8%	19%	25%	-1%	11%
O=C1CC(=O)C(n2cncn2)C(c2c(F)cccc2Cl)C1 (configuration not stated)	6%	-10%	10%	-3%	2	5%	-4%	4%	-1%	-4%
CCOC(=O)C1(CCOc2ccccc2)CCN(Cc2cccc(OC)c2O)CC1	4%	-13%	-36%	-13%	-113*	2%	2%	3%	5%	?
FC(F)(F)c1ccc(C2[C@H]3CN(CC4CCCCC4)[C@H](c4ccccc4)C34CC2(c2cccnc2)C4)cc1 (some centres not stated)	2%	-3%	-5%	-3%	-7	-1%	-13%	-18%	5%	-6%
COc1ccc(C(CNC(=O)c2c(C)nn(Cc3ccc(C)cc3)c2Cl)N2CCOCC2)cc1 (configuration not stated)	.	.	0%	-7%	-6	3%	-1%	-2%	1%	.
COC(=O)C1=C(C)N(C(C)C)C(=O)C1(NC(C)=O)C(F)(F)F (configuration not stated)	-7%	2%	14%	.	-4	1%	1%	-1%	.	5%
O=C(CCC(=O)N1CCN(c2ccccc2F)CC1)c1ccc(Cl)s1	.	.	9%	-2%	.	-4%	10%	.	-2%	.
Cc1oc2ccc(OCc3ccc(F)cc3)cc2c1C(=O)O	-5%	7%	6%	1%	0	1%	14%	12%	-7%	2%
CCOc1ccc(C(C)=O)cc1N1C(=O)C2C3C=CC(O3)C2C1=O (configuration not stated)	6%	-7%	-65%[inhibitor]	0%	8	2%	-1%	-1%	-4%	3%

Reprinted from the part before: 5 entries, followed by the next part.
SMILES	CXXC DNA block	MBNL1 CUG block	Integrin act MD	TCR act	TSHR antag	S-ASM inh	A-T KAP1 phos	Mito fusion act	PTAP TSG101 blk	Menin-MLL TR inh
COc1ccc(C(CNC(=O)c2c(C)nn(Cc3ccc(C)cc3)c2Cl)N2CCOCC2)cc1 (configuration not stated)	.	.	0%	-7%	-6	3%	-1%	-2%	1%	.
COC(=O)C1=C(C)N(C(C)C)C(=O)C1(NC(C)=O)C(F)(F)F (configuration not stated)	-7%	2%	14%	.	-4	1%	1%	-1%	.	5%
O=C(CCC(=O)N1CCN(c2ccccc2F)CC1)c1ccc(Cl)s1	.	.	9%	-2%	.	-4%	10%	.	-2%	.
Cc1oc2ccc(OCc3ccc(F)cc3)cc2c1C(=O)O	-5%	7%	6%	1%	0	1%	14%	12%	-7%	2%
CCOc1ccc(C(C)=O)cc1N1C(=O)C2C3C=CC(O3)C2C1=O (configuration not stated)	6%	-7%	-65%[inhibitor]	0%	8	2%	-1%	-1%	-4%	3%
COCCN(CCOC)S(=O)(=O)NC[C@H]1O[C@@H](n2cnc3c(N)ncnc32)[C@H](O)[C@@H]1O	.	.	-3%	-2%	13	-3%	1%	.	-1%	.
CC1(C)CC(=O)c2cc(OCC(=O)N3CCN(c4ccccc4F)CC3)ccc2O1	6%	4%	2%	.	0	58%[activator]	11%	5%	-7%	-16%
CC(=O)Nc1c(Cl)n(C(C)=O)c2ccccc12	-2%	3%	-13%	2%	9	0%	5%	3%	-3%	-4%
CC(C)(C)c1ccc(S(=O)(=O)N2CCN(CCC#N)CC2)cc1	?	?	21%	4%	-8	6%	7%	5%	-6%	-7%
N/C(=N\OC(=O)N1CCOCC1)c1ccc(Cl)cc1	-3%	?	19%	1%[46.1 µM]	6	3%	-7%	4%	1%	2%
CN1CCc2nc(SCC(=O)Nc3ccc(Cl)cc3)c(C#N)cc2C1	.	.	-10%	4%	.	6%	.	.	-1%	.
O=C(O)CCCCCn1c(SCC(=O)c2ccc(O)c(O)c2)nc2ccsc2c1=O	7%	-4%	-5%	0%	0	-2%	-8%	-4%	-6%	2%
O=C(O)c1ccc(Nc2nc3ccccc3nc2NS(=O)(=O)c2cccs2)cc1	21%	15%	?	4%	14	9%	1%	-3%	-4%	?
CC(OC(=O)c1ccc(S(=O)(=O)N(C)c2ccccc2)cc1)C(=O)NCCC1=CCCCC1 (configuration not stated)	1%	?	0%	4%[46.1 µM]	-3	-3%	25%	3%	1%	-15%
COc1ccc(N(CC(=O)NC2CCS(=O)(=O)C2)S(=O)(=O)c2cc(C)ccc2C)cc1 (configuration not stated)	.	.	-7%	3%[46.1 µM]	0	6%	-3%	.	-8%	.
CC(NC(=O)Cc1cccs1)c1ccccc1 (configuration not stated)	-14%	2%	9%	0%	-3	-2%	5%	-2%	-2%	-1%
Cc1cc(C)nc(-n2nc(C)cc2NC(=O)COC(=O)CCC(=O)c2cccs2)n1	5%	4%	-15%	-4%	-1	0%	-2%	-5%	-1%	1%
CCOc1ccc(/C=N/OC(C)C(=O)NCc2ccc3c(c2)OCO3)cc1 (configuration not stated)	10%	-1%	-13%	1%[46.1 µM]	17	-1%	6%	-2%	0%	-7%
CCCNC(=S)N1CCC(C(=O)c2ccc3c(c2)OCCO3)CC1	-1%	-7%	-33%	2%	-13	0%	1%	-10%	-4%	35%[activator]
Cc1cccc2c1CC(C)(C)NC2=C(C#N)C#N	-6%	2%	1%	-5%[46.1 µM]	3	-5%	0%	15%	1%	5%
CN1CCN(C(=O)/C=C/c2ccc(C#N)cc2)CC1	7%	?	12%	-1%	-7	2%	12%	3%	-1%	5%
O=C1CN(C(=O)COC(=O)c2cccc(S(=O)(=O)NCc3ccccc3)c2)c2ccccc2N1	9%	-8%	-31%	4%	0	-1%	6%	4%	-3%	-2%
O=C(NCc1ccccc1)/C(=C/c1ccc(OC(F)F)cc1)c1ccccc1	-2%	-13%	9%	-2%[46.1 µM]	-2	-1%	3%	2%	-1%	-12%
COc1ccc(CN(C)C(=O)c2[nH]c(C)c(C(C)=O)c2C)c(OC)c1OC	0%	-1%	2%	0%	-9	13%	1%	-1%	-5%	6%
O=C(CN1CCC(C(=O)c2ccc3c(c2)OCCO3)CC1)NC1CCCC1	-10%	-8%	-39%	4%	-2	-1%	.	1%	-5%	-9%
CC1C(=O)N2CCCc3cc(S(=O)(=O)NCCc4ccccc4)cc1c32 (configuration not stated)	3%	-8%	-39%	2%	6	4%	1%	-8%	-3%	.
CC(C)(C)OC(=O)N1CCC(C(=O)Nc2ccc(C(=O)N3CCOCC3)cc2)CC1	.	.	1%	-1%	-4	0%	-2%	.	-4%	.
O=c1[nH]nc(SCc2nnc(-c3cccc(Cl)c3)o2)n1C1CCCCC1	21%	-8%	-18%	4%	13	-2%	32%	6%	1%	.
CC(=O)C1(C)OC(N)=C(C#N)C(c2ccccc2)C1(C#N)C#N (configuration not stated)	-15%	21%	-16%[7.66 µM]	1%	0	15%	-6%	-9%	-12%	0%
COc1ccc(CCN2CC(C(=O)NCCN3CCNC3=O)CCC2=O)cc1 (configuration not stated)	10%	-10%	-13%	-7%	-4	4%	3%	9%	-7%	13%
